# MITF act = increases MITF-driven TRPM1 promoter luciferase signal; SK-MEL-5 TRPM1-promoter luciferase, 24 h; % of positive control, neutral wells = 0; activation, % at 12.5 µM; actives 0.75% (n = 300,000); AID 588334;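 active means mean activation of at least 80% with every replicate also reaching 80%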;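 further: 0% = neutral control wells and 100% = parthenolide positive control wells; values of inactives mirror those of a sister screen read the other way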
# RTF Ca sens act = cardiac RTF calcium sensitization | IANBD-labeled TnC RTF fluorescence at EC20 calcium; 0% EC20 calcium, 100% full calcium | activation, % at 7.2 µM | actives 0.24% (n = 340,000) | AID 493008;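 active means activation above the mean over all tested compounds plus 3 SD, cut at about 30% in these data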;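 further: rise in fluorescence read as greater calcium sensitivity of cardiac thin filaments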
# Rtt109 HAT inh = blocks Candida albicans Rtt109/Vps75 acetyltransferase activity | purified Rtt109/Vps75, ThioGlo CoA-SH fluorescence, 4 h | inhibition, % at 34.9 µM | AID 540336 | Q5AAJ8 | actives 0.16% (n = 330,000);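 active means inhibition of at least 50% in every replicate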
# dFosB act = mouse delta FosB homodimer activation; P13346; purified delta FosB, TAMRA-CDK5 oligo fluorescence polarization; percent of positive-control signal above neutral wells; actives 0.99% (n = 340,000); activation, % at 25 µM;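 active means mean activation above about 17%, with every replicate also reaching it, limit read from the data, passing the limit was not always enough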;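 further: fluorescence polarization rise as delta FosB binds a TAMRA Cdk5 AP-1 oligo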
# Target sequence (P13346 whole entry, looked up): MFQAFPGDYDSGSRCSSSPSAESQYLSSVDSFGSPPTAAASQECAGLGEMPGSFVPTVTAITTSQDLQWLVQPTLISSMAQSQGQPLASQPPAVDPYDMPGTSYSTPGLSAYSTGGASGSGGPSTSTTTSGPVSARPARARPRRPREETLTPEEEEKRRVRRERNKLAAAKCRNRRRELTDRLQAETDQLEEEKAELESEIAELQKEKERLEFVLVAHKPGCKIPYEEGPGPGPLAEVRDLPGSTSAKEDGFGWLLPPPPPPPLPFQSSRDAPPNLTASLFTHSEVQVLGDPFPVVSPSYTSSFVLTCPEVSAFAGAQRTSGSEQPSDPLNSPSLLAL
# Tat export inh = blocks Tat-dependent protein export in E. coli. inhibition, % at 10 µM. E. coli MC4100 TorA-mCherry Tat export, fluorescence. actives 0.036% (n = 340,000);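 active means mean replicate inhibition at least 50% and at least half of replicates individually reaching 50%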;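 further: exported cargo escapes ClpAP degradation while cytoplasmic cargo is degraded and loses fluorescence; 0% = median of neutral control wells and 100% = median of NaSCN control wells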
# CAL PDZ FP-1 = blocks peptide binding to human CAL PDZ domain; Q9HD26; purified CAL PDZ, TMR-peptide fluorescence polarization, 1 h; inhibition, % at 20 µM; actives 0.02% (n = 330,000); AID 504414;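 active means highest replicate inhibition of at least 40%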;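 further: plate controls were DMSO neutral control wells for no effect and unlabeled competitor peptide control wells for full effect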
#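 Test system: tagged CAL PDZ domain / Buffer or medium: sodium phosphate/NaCl buffer pH 7.4 with TCEP, IgG, Thesit / Reagent: TMR-labelled reporter peptide T*-PRC34 bound in PDZ groove / Compound dosing: single point, 20 µM / Schedule: 1 h incubation at room temperature before polarization reading / Technique: fluorescence polarization (mP) / Benchmarks: unlabelled peptide, DMSO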
# CAL PDZ FP-2 = CAL PDZ (human) peptide binding inhibition | purified CAL PDZ, TMR-peptide fluorescence polarization, 1 h | actives 0.92% (n = 300,000) | Q9HD26 | inhibition, % at 24.9 µM | AID 602252;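 active means mean inhibition of at least 30% with at least half of replicates also reaching 30%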;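 further: 0% = DMSO neutral control and 100% = excess unlabeled competitor peptide PRC23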
# CDK5 inh = CDK5/p35 (human) kinase inhibition | inhibition, % at 10 µM | Q00535+Q15078 | AID 488839 | Recombinant CDK5/p35, ADP-Glo luminescence, 60 min | actives 0.01% (n = 330,000);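 active means highest replicate inhibition of at least 50% and at least 75% of replicates reaching 50%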;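 further: plate controls were DMSO neutral control for no effect and GW8510 at 10 µM for full effect; many of its hits are not listed in these tables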
# Target sequence (Q00535 whole entry, looked up): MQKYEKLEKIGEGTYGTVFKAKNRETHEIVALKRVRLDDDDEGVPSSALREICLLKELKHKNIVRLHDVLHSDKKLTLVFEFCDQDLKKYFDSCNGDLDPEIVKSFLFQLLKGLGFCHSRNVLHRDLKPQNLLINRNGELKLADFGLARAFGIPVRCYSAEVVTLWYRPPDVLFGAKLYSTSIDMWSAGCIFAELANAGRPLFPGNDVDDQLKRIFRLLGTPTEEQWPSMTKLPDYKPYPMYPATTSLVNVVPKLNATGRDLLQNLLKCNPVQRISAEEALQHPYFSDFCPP
# Target sequence (Q15078 whole entry, looked up): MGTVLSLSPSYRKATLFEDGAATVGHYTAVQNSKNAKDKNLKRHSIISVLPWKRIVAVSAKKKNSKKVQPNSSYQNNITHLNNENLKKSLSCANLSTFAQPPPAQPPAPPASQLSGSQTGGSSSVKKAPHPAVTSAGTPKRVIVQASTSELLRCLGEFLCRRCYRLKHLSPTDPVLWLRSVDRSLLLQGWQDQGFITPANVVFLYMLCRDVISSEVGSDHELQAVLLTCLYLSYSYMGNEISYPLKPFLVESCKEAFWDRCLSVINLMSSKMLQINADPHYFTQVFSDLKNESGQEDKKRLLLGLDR
# V-ATPase pH = regulators of yeast V-ATPase proton transport | S. cerevisiae, pHLuorin cytosolic pH fluorescence | response, % at 10 µM | actives 0.37% (n = 350,000); in the data active means response mostly above about 7.3%, no sharp cut-off; inactive means mostly below about 5.4%; further: actives read high; inactives centre near 0; some compounds called inactive have numbers as strong as hits
# Wnt act = activates Wnt/beta-catenin signaling in a reporter cell assay | AID 743398 | actives 1.2% (n = 300,000) | activator, plate reader | activation, % at 9.35 µM; in the data active means activation above about 30%, passing the limit was not always enough;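 further: 0% = neutral control wells and 100% = positive control wells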
# * marks the source's active call; other numbers are inactive results; nt = no result given. Not a hit list (roughly 4.1% active in at least one column).
SMILES,MITF act,RTF Ca sens act,Rtt109 HAT inh,dFosB act,Tat export inh,CAL PDZ FP-1,CAL PDZ FP-2,CDK5 inh,V-ATPase pH,Wnt act
O=C(COC(=O)c1ccccc1NC(=O)c1ccco1)NC1CC1,-10,4,-7,-11,-5,-2.9,1,-1.3,1,0
COc1ccccc1-c1cccc([C@@H]2C[C@H]3[C@H](CON3C)CN2C(C)=O)c1,10,-1,1,0,2,1.0,-3,3.0,-1,-1
O=C(O)C(Cc1ccccc1)n1cnnn1 (stereo unspecified),0,-6,-4,1,4,-1.1,-3,-0.4,3,nt
COc1cccc(C2=Nc3cccc4cccc(c34)N2)c1,-11,0,-4,8,10,2.2,-1,2.6,3,-8
O=C(OCC(=O)N1CCCC1)c1c2c(nc3ccccc13)CCCCC2,2,2,-9,-1,3,-3.3,-2,0.8,2,1
O=C(COC(=O)C1CC2CCCC(C1)C2=O)Nc1cccc(F)c1 (stereo unspecified),-2,9,11,-10,11,-0.5,2,0.6,3,1
CCn1c(=S)sc2c(=O)n(CC(=O)Nc3ccc(C(C)=O)cc3)c(C)nc21,-5,-1,-7,5,1,-2.6,-4,-1.6,-4,-2
COc1ccc(NC(=O)CS(=O)CC(=O)N2CCN(C3CCCC3)CC2)cc1 (stereo unspecified),1,0,8,4,-7,-3.2,12,0.7,10,-3
CC1(OC(=O)CCc2ccccc2)C(=O)C=C2C=C3CCCN3C=C2C1=O (stereo unspecified),4,1,7,-2,-1,0.1,-3,0.3,-2,-1
CCOC(=O)c1cccc(N2C(=O)c3ccccc3S2(=O)=O)c1,-2,-6,9,-1,-2,-1.6,0,-0.9,-1,nt
CCCCOc1nc(N)nc(-c2ccccc2)n1,7,10,-25,2,-1,0.2,-4,-2.5,6,2
OCC[C@@H]1C[C@H](O)[C@@H](O)[C@]2(Cc3ccccc3CCO2)O1,5,10,-2,4,22,-0.5,-2,-2.5,-2,10
O=C(Cn1cnc([N+](=O)[O-])n1)N/N=C/c1cccc(Cl)c1,6,-3,14,-9,-7,0.4,4,0.7,6,24
Cc1ccc(Cl)cc1N1CCN(C(=O)c2cccc3c(=O)c(C)c(-c4ccccc4)oc23)CC1,-8,10,15,-6,21,-2.1,-5,2.0,-5,-5
O=C(/C=C/Nc1ccccc1O)c1ccco1,44,-5,0,-5,-3,-2.0,1,-0.1,1,52*
CCCN1CCC(NC(=O)Nc2cccc3ccccc23)CC1,-2,-1,-2,-12,3,-0.6,15,-1.7,3,-4
CC(C)Cn1c(SCC(=O)NC(=O)Nc2ccc3c(c2)OCCO3)nc2ccccc2c1=O,1,-3,-5,-2,10,-0.2,-5,1.5,1,nt
O=C(Nc1ccccn1)C1CCN(c2ncnc3c2nc2n3CCCCC2)CC1,-7,-5,10,-5,1,-0.7,-3,0.7,-3,-1
O=C(NCc1ccc(N2CCCC2=O)cc1)Nc1cccc2ccccc12,-4,3,-8,5,-1,-0.9,0,0.2,0,-5
CCOC(=O)N(NC(=O)C(O)(CC(C)C)CC(C)C)c1ccccc1,3,-2,nt,-5,-1,-1.2,0,0.4,-2,-6
COCc1cc(C)c2c(N)c(C#N)sc2n1,5,5,-4,2,7,-1.1,-3,-0.4,0,nt
O=C(Cn1ncc2c3ccccc3n(Cc3ccccc3F)c2c1=O)NCCCN1CCCC1=O,-7,0,3,-13,-4,-3.1,-6,nt,6,-3
CCCc1cc(=O)[nH]c(SCC(=O)c2[nH]c(C)c(C(=O)OCC)c2C)n1,20,-2,6,-7,-5,0.4,-2,nt,5,0
O=C(CSc1nnc(CNc2ccc(F)cc2)o1)N1CCN(C(=O)c2ccco2)CC1,-9,-1,-4,6,14,-1.5,-1,-0.7,0,nt
COc1cc(NC(=O)COc2cccc(C)c2C)ccc1NC(=O)c1ccco1,6,-2,-11,8,1,-1.3,-2,-0.4,1,2
O=C1C=CN2CCCC2CC1 (stereo unspecified),-2,8,-3,-6,5,-0.4,-2,-0.2,-2,-2
O=C(Cc1ccccc1)Nc1cccc(NC(=O)c2ccccc2)c1,8,0,2,-4,2,-2.7,-4,1.1,2,2
CCOC(=O)C1[C@H]2C(=O)N(C(C)c3ccc(OC)cc3)C[C@]23C=C[C@H]1O3 (stereo partly specified),15,-7,-11,4,6,nt,-3,-0.2,1,nt
O=S(=O)(c1cccc(NC(=S)N2CCN(c3cccc(Cl)c3)CC2)c1)C(F)F,-12,7,11,4,4,-2.4,-3,0.3,2,nt
O=C(NCC(=O)N(c1cccnc1)C(C(=O)NC1CCCC1)c1ccccc1F)c1ccco1 (stereo unspecified),nt,0,-3,-9,3,-2.1,-4,-4.6,-3,nt
CC(C)C12CN(C(=O)c3ccccc3[N+](=O)[O-])CC(C(C)C)(CN(C(=O)c3ccccc3[N+](=O)[O-])C1)C2=O,-5,18,3,-8,9,-3.2,nt,-0.2,6,-1
N#Cc1c(SCC(=O)O)nc(N2CCCCC2)c2c1CCCC2,-9,4,4,-6,11,-1.2,nt,-0.7,2,nt
Cc1nc(CC(=O)Nc2nc(-c3ccccc3)cs2)cs1,49,1,-9,-4,-6,nt,1,-0.9,-4,5
O=C(CN1CCOCC1)N1CCc2ccccc2C(c2ccccc2)C1 (stereo unspecified),10,2,0,-2,0,-0.6,-1,0.4,-3,nt
CCc1ccc(Oc2nnnn2-c2ccc(C(N)=O)cc2)cc1,-1,-4,4,-7,1,0.3,-2,2.1,-3,-1
O=C(CSc1nnc(C2CCCCC2)n1Cc1ccccc1)NCc1ccco1,-3,-5,3,-5,-6,-0.1,-2,-2.6,6,-7
Cc1cc(C)n(/N=C/c2cccs2)c(=O)c1C#N,3,-5,4,5,-2,-2.2,0,0.0,-3,-3
CCSc1nnc(NC(=O)Cn2cnc3ccccc3c2=O)s1,11,1,9,2,-9,-0.2,4,-0.3,3,1
CC(C)(C)C1CCC(=NNC(=O)c2ccc(Br)o2)CC1 (stereo unspecified),-6,-3,6,-5,-6,-0.7,-1,-1.2,-1,20
CC(Sc1ccc(Cl)cc1)C(=O)NNC(=O)c1csc(N2CCOCC2)n1 (stereo unspecified),-10,-7,3,-6,11,-2.3,6,0.9,-5,-2
Cc1cc(OC(=O)c2cc(Cl)ccc2Cl)c([N+](=O)[O-])c(=O)[nH]1,-2,-2,-2,-3,-20,-0.9,nt,0.5,2,-1
COc1ccc(OCCCC(=O)OCC(=O)Nc2ccc(Cl)cn2)cc1,0,-2,2,-9,-1,-2.7,-4,1.5,3,-1
O=C1CN(Cc2ccccc2)C(=NCc2ccco2)S1,-10,-6,10,-3,-1,-0.7,5,2.3,-2,0
CC(C)Nc1nnc(SCC(=O)c2c(N)n(Cc3ccccc3)c(=O)n(C)c2=O)s1,2,-4,-1,-3,-2,-0.4,-5,1.1,-1,nt
CC1CCN(C(=O)C(NS(=O)(=O)c2cccc3nsnc23)C(C)C)CC1 (stereo unspecified),2,0,17,-2,3,-0.5,5,3.4,0,-1
CC(C)NC(=O)Nc1cccc2c1O[C@H](CN(C)S(=O)(=O)c1ccccc1)[C@@H](C)CN([C@H](C)CO)C2=O,-4,3,-2,-2,3,-1.5,-3,-1.5,-2,-1
CCN(CC)CCNC(=O)c1c(O)c2c([nH]c1=O)CCCC2,-2,-3,6,-3,-2,-2.9,-3,-0.9,1,-3
C[C@H]1COC(=O)[C@H](Cc2ccc(F)cc2)C/C=C\C[C@@H](CC(=O)NCCO)C(=O)N1,-1,-1,5,2,1,0.2,-3,0.1,-4,-2
O=C(COC(=O)CCc1ccc(S(=O)(=O)N2CCOCC2)cc1)NCc1ccccc1Cl,-1,0,2,-3,3,-0.5,10,-2.9,0,0
Cc1cc2nc(-c3ccc4c(c3)CCC4)ccn2n1,24,6,-2,-12,-2,-3.3,-5,2.2,-5,14
CN1/C(=C\C(=O)c2cccnc2)Sc2ccccc21,70,0,22,9,-5,0.2,-3,2.6,-3,nt
O=C(CSc1nnc(-c2cccnc2)o1)Nc1ccccn1,46,3,11,10,3,nt,-5,1.2,1,7
O=C(NC(c1ccccc1)c1ccccc1)C1CCCC1,4,4,-2,8,-1,-0.3,-4,-1.4,0,nt
Cc1nc(-c2nc(-c3c(C(=O)NNC(=O)Nc4ccccc4)noc3C)cs2)cs1,7,-3,-10,-3,0,-0.7,1,1.0,1,0
COc1ccc(N(C(=O)c2snc(C(N)=O)c2N)C(C(=O)NCc2ccccc2)c2ccc(O)cc2)cc1OC (stereo unspecified),9,-4,2,-15,2,-3.7,-3,-1.1,-2,2
Cc1cc(C(=O)NCc2ccc(F)cc2)n(-c2ccccc2)n1,-1,-3,-6,2,8,-0.9,-6,-1.2,-2,0
COc1ccc(OCCCC(=O)Nc2nccs2)cc1,17,0,nt,-4,0,-1.3,-2,1.7,1,-1
O=C(O)c1cc(-c2cccc([N+](=O)[O-])c2)nc2ccccc12,-5,1,-12,1,-5,-1.2,-6,-0.1,0,3
CC(=O)N1CCC2(CC1)CC(=O)c1cc(OCC(=O)NCc3ccc(C)cc3)ccc1O2,-6,-3,-140,-7,3,-1.3,nt,-0.3,-4,nt
CCOC(=O)C1(Cc2cccc(OC)c2)CCN(Cc2cnc(C)s2)CC1,1,6,7,-1,-4,-0.1,0,-0.1,4,-2
# (further entries)
SMILES,MITF act,RTF Ca sens act,Rtt109 HAT inh,dFosB act,Tat export inh,CAL PDZ FP-1,CAL PDZ FP-2,CDK5 inh,V-ATPase pH,Wnt act
CC(=O)N1CCc2cc(Br)cc(S(=O)(=O)N3CCN(C(=O)c4ccco4)CC3)c21,8,-2,-8,-3,7,-0.8,-2,1.0,-6,-3
CCOC(=O)c1ccc(NC(=O)c2nc[nH]c2C(=O)N2CCC(C)CC2)cc1,-1,-1,-30,-16,-11,-0.5,-4,0.5,1,-5
O=C(NCCCc1ccccc1)C1CCN(c2nnc(-n3cccc3)s2)CC1,nt,-3,10,-2,-3,-0.5,nt,-1.8,1,-1
CCOC(=O)N1CCN(S(=O)(=O)c2ccc(OC)c(OC)c2)CC1,-2,-5,9,2,1,-1.3,nt,-0.5,-3,4
Cn1c(SCC(=O)c2ccccc2)nnc1C1COc2ccccc2O1 (stereo unspecified),nt,3,4,-8,5,-1.6,nt,0.8,1,-3
O=C(N/N=C/c1ccco1)C1CCCC1,6,-3,11,-8,-4,-1.0,-2,0.0,-2,nt
Cc1ccc(Sc2c(C)nn(C(=O)C3CC3)c2C)cc1,2,-6,-2,2,8,-0.9,-4,-0.4,2,nt

# Four entries from above, with tabs.
smiles	MITF act	RTF Ca sens act	Rtt109 HAT inh	dFosB act	Tat export inh	CAL PDZ FP-1	CAL PDZ FP-2	CDK5 inh	V-ATPase pH	Wnt act
O=C(COC(=O)CCc1ccc(S(=O)(=O)N2CCOCC2)cc1)NCc1ccccc1Cl	-1	0	2	-3	3	-0.5	10	-2.9	0	0
O=S(=O)(c1cccc(NC(=S)N2CCN(c3cccc(Cl)c3)CC2)c1)C(F)F	-12	7	11	4	4	-2.4	-3	0.3	2	nt
COc1ccccc1-c1cccc([C@@H]2C[C@H]3[C@H](CON3C)CN2C(C)=O)c1	10	-1	1	0	2	1.0	-3	3.0	-1	-1
O=C(N/N=C/c1ccco1)C1CCCC1	6	-3	11	-8	-4	-1.0	-2	0.0	-2	nt
